Source: PubChem (several laboratories)
TRPM1 prom inh: inhibitors of MITF-dependent TRPM1 promoter reporter, primary screen, cell-based, SK-MEL-5, single point, luciferase; AID 488899, 2010; SK-MEL-5 TRPM1 promoter luciferase, 24 h; inhibition, % at 12.5 µM; 330,000 tested, 0.83% active;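 active = mean inhibition across replicates of 60% or more, whatever share of single replicates reaches that level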; note: values of inactives mirror those of a sister screen read the other way
Peg3 prom inh: Peg3 promoter-driven luciferase inhibitors, primary screen, cell-based, HeLa, luciferase luminescence; HeLa PEG-Prom luciferase reporter, overnight; inhibition, % at 20 µM; 360,000 tested, 1.7% active;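 active = inhibition of at least 50% at 20 µM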
NR2E3 ag-1: inhibitors of NR2E3-RetCOR corepressor binding, primary screen, NR2E3 agonist project, biochemical, TR-FRET, GST-NR2E3, biotin-RetCOR. Photoreceptor-specific nuclear receptor (Homo sapiens), Q9Y5X4. 1536-well. inhibition of corepressor binding, % at 4.78 µM. 320,000 tested, 0.12% active. AID 2300, 2010;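 active = percent inhibition above the cutoff of mean plus 3 SD of all tested compounds, set per screening campaign, cut at about 20% in these data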;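 note: 0% = DMSO wells and 100% = biotin wells as full block of FRET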
Target sequence (Q9Y5X4 whole entry, looked up): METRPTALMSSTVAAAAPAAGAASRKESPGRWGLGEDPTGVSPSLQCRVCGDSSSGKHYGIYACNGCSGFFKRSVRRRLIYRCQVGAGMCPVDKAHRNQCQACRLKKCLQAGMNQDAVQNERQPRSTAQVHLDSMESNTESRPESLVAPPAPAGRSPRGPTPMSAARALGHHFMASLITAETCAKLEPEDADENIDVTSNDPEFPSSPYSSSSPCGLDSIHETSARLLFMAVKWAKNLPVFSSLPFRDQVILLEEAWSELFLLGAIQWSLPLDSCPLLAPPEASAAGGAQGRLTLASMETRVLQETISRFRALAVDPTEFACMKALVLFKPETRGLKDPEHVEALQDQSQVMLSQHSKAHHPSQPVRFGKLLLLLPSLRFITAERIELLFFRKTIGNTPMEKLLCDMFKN
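Material: NR2E3–RetCOR corepressor complex / Amount: 1.35 nM GST-NR2E3 / Medium: Tris pH 7.5 / Compound: single nominal compound dose of 4.8 µM / Incubation: 5 h at 4 °C / Technique: TR-FRET, Eu(K)-anti-GST donor, streptavidin-D2 acceptor, ex 340, em 617/671 nm / Read-out basis: percent loss of FRET ratio relative to control wells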
Shn3 inh set2: reduction of Shn3 3'UTR firefly luciferase signal, primary screen, Schnurri-3 inhibitor project, cell-based, Clone20 osteoblasts, set 2. 360,000 tested, 0.52% active. inhibition, % at 12.5 µM. Clone20 osteoblast Shn3 3'UTR firefly luciferase, 24 h. AID 588674, 2011;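 active = mean inhibition of at least 75% with every replicate also reaching 75%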;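 note: 0% = median of neutral control wells and 100% = pilot-screen positive control compound; some compounds past the cut are filed as inactive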
Vif inh: HIV Vif self-association inhibitors, primary screen, imaging, HEK293T, single point | inhibition, % at 7.49 µM | 340,000 tested, 0.35% active | AID 602346, 2012 | HEK293T cells, Vif self-association by quenched fluorescence, 24 h; in the data active = inhibition above about 50%, passing the limit was not always enough; note: some results filed as inactive read as strong as hits
HIF-2a block: HIF-2a reporter inhibitors, primary screen, luminescence, 786-0 RCC cells; 786-0 RCC cells HIF-2a reporter, luciferase luminescence, overnight; inhibition, % at 18.8 µM; 360,000 tested, 0.72% active; AID 624352, 2012;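 active = inhibition of the luminescence signal of 40% or more relative to plate controls, in a single-dose primary screen at 18.75 µM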
CF NFkB block: inhibitors of PAF-induced NF-kB signaling, primary screen, cell-based, GFP fluorescence, uHTS; KKLEB NF-kB-GFP reporter, GFP fluorescence overnight; inhibition, % at 5 µM; 360,000 tested, 0.86% active; AID 588850, 2011;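 active = at least 50% inhibition at 5 µM, scaled per plate between neutral and stimulator controls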;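 note: PAF is a Pseudomonas aeruginosa culture filtrate used as stimulus; plate controls were PAF-stimulated DMSO wells for no effect and unstimulated DMSO wells for full effect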
PDI turbidity: inhibitors of human PDI, primary screen, biochemical, turbidity, single point, plate reader; Protein disulfide-isomerase (Homo sapiens), P07237; PDI insulin aggregation turbidity, A650, 90 min; inhibition, % at 10 µM; 350,000 tested, 0.052% active; AID 588391, 2011;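 active = mean inhibition across replicates of 30% or more, whatever share of single replicates reach that level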;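 note: absorbance from insulin aggregation driven by PDI reduction with DTT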
Target sequence (P07237 whole entry, looked up): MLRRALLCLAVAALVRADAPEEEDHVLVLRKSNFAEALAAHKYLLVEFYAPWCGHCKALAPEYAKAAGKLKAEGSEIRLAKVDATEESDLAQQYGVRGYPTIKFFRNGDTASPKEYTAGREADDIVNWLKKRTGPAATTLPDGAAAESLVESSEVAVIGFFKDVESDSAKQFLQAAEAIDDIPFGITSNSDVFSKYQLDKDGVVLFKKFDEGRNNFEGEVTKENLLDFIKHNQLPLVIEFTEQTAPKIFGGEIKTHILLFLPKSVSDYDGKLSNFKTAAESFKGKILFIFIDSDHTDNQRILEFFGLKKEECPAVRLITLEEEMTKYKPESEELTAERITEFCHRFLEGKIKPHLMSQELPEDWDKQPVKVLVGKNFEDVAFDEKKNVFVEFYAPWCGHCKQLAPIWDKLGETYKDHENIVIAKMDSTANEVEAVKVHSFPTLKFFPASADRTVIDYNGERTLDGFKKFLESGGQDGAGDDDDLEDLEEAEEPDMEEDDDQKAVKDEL
CaV13 ICDI inh: Primary screen for inhibitors of IQ motif and Ca2+-dependent inactivation inhibitor domain binding in CACNA1D, Förster resonance energy transfer in living cells, …. 340,000 tested, 0.098% active. HEK cells, CFP/YFP FRET ICDI-IQ, plate reader, 10 min; percent FRET-ratio fall versus neutral wells. inhibition, % at 12.3 µM;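 active = mean replicate inhibition of at least 30% and at least 1% of replicates passing that level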;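 note: 0% = median of the neutral control wells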
KKLEB tox: cytotoxicity in KKLEB CF airway cells, primary screen, cytotoxicity control for CF NF-kB inhibitor project, cell-based, uHTS, fluorescence assay plates; AID 602141, 2011; KKLEB CF airway cells viability, ATPlite luminescence, overnight; active compounds read low; cells stimulated with P. aeruginosa culture filtrate; 360,000 tested, 0.36% active; activity change (cytotoxicity), % at 5 µM;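 active = corrected activity change at or below -50% at 5 µM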
NR2E3 ag-2: NR2E3 agonists in two-hybrid cells, primary screen, cell-based, luminescence, CHO-S, Gal4-NCOR/VP16-NR2E3 | luciferase | Photoreceptor-specific nuclear receptor (Homo sapiens), Q9Y5X4 | AID 602229, 2012 | inhibition of corepressor binding, % at 3.98 µM | 360,000 tested, 0.35% active;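 active = inhibition above the mean of all tested compounds plus 3 SD, cut at about 70% in these data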;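 note: 0% = DMSO with NR2E3 transfected cells and 100% = cells lacking NR2E3 construct; higher means lower luciferase signal from less NR2E3 corepressor binding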
Numbers without * were called inactive; nt = not tested or not shown.

SMILES	TRPM1 prom inh	Peg3 prom inh	NR2E3 ag-1	Shn3 inh set2	Vif inh	HIF-2a block	CF NFkB block	PDI turbidity	CaV13 ICDI inh	KKLEB tox	NR2E3 ag-2
O=S(=O)(NCCN1CCCC1)c1ccc(C(F)(F)F)cc1	16	5	1	3	1	6	6	-3	-4	3	1
COc1ccccc1NC(=O)c1cc2ccccc2o1	-29	-323	5	-109	15	-270	-9	-9	-5	-9	-27
Cc1ccc(C(=O)O)cc1-n1c(=O)n(Cc2ccccc2)c(=O)c2[nH]cnc21	-9	19	3	-10	-3	18	14	4	-17	-10	9
O=C(Nc1sc2c(c1-c1nc3ccccc3[nH]1)CCCC2)C1CC1	14	-26	1	-2	nt	-50	7	-16	-6	-8	-37
CCN(CC)CCNC(=O)c1ccc(NC(=O)c2ccc(COc3ccccc3)cc2)cc1	0	49	nt	-8	-5	-9	-2	6	-7	-1	5
COc1cccc(CNC(=O)COc2cccc(-n3cnnn3)c2)c1	-7	11	-2	11	nt	6	-19	-15	-1	5	17
CC(C)OC(=O)c1cccc(NC(=O)CSc2nnc(N)s2)c1	-13	-19	1	-10	0	-12	1	0	1	-2	-20
CCOC(=O)C1CCN(c2c(NCc3ccc(C(=O)NC4CCCC4)cc3)c(=O)c2=O)CC1	nt	14	4	-20	nt	17	-15	1	-5	1	-6
CSCCC1NC(=O)N(CC(=O)Nc2ccc(Br)cc2Br)C1=O (stereo unspecified)	5	13	4	-8	-2	2	3	6	7	2	-18
CCCOc1ccc(N2CC(C(=O)Nc3ccccc3C(=O)NC)CC2=O)cc1 (stereo unspecified)	4	11	-3	14	20	16	-5	1	-2	0	-27
O=C(CCCc1ccccc1)Nc1nnc(C(F)(F)F)s1	-4	-7	-2	-8	-3	-11	4	1	-2	-6	-1
Cc1onc(-c2c(F)cccc2Cl)c1C(=O)Nc1ccc(S(=O)(=O)Nc2ncccn2)cc1	6	5	nt	-2	4	18	-1	-7	nt	9	-11
CCOC(=O)N1CCN(C(=O)C(c2ccccc2)c2ccccc2)CC1	8	-1	0	-2	-5	-2	11	-7	nt	3	-6
COc1ccc(C2CC(=O)Oc3cc(OC)c(OC)c(OC)c32)cc1 (stereo unspecified)	0	5	nt	0	4	1	-15	-3	-6	9	6
Fc1ccccc1NC(=S)N(CCCN1CCOCC1)Cc1cccnc1	-5	13	0	5	-1	19	-5	-4	-6	7	5
COc1ccc(-c2nc3n(n2)C(c2ccccc2)C2=C(CCCC2=O)N3)cc1OC (stereo unspecified)	-4	5	2	-22	-1	27	-4	-18	-5	-5	-5
CC(C)(C)S(=O)N1Cc2cc(CO)cc(CCO)c2[C@@H]1CCO (stereo partly specified)	-12	0	nt	-7	nt	11	-9	0	-10	15	-9
O=C(C1CCCCC1)N1C[C@@H](n2cc(-c3ccc(F)cc3)nn2)[C@H](O)C[C@@H]1c1ccc(Cl)cc1	nt	46	nt	14	-1	-2	-36	13	-10	2	4
O=[N+]([O-])c1ccccc1OCCCOc1cccc2cccnc12	-55	-255	3	-50	-1	-304	15	1	-19	-1	-72
Cc1nc2c(-c3ccc(F)cc3)c(C)nn2c(C)c1CCC(=O)N1CCN(c2ccccn2)CC1	4	23	0	-2	3	14	-53	0	-6	3	18
CCOc1ccc(S(=O)(=O)NCCN2CCOCC2)c2ccccc12	10	5	0	8	-3	-2	3	9	-5	-2	-5
CCN1CCN(C(=O)C(C)Nc2cc(Cl)c(OC)cc2OC)CC1 (stereo unspecified)	12	0	-5	8	4	8	1	3	-18	5	6
O=C(NCCCN1CCOCC1)c1ccccc1NS(=O)(=O)c1ccc(F)cc1	9	5	0	3	-6	12	2	-3	-7	0	-18
Cc1ccccc1OCCCC(=O)Nc1ccc2c(c1)OCO2	-14	-66	0	-12	4	-94	4	-5	-7	5	-21
Cc1ccc(S(=O)(=O)N2CCN(CCc3ccncc3)CC2)cc1	2	-3	nt	72	-3	-4	-17	5	-5	9	-19
CCOC(=O)[C@@H]1[C@H]2COc3cc(OC)ccc3[C@@H]2N2C(=O)N(c3cccc(F)c3)C(=O)[C@]12C	4	-53	3	8	-7	-6	-1	-4	-4	-7	-5
Cc1cccc(C)c1OCC(O)CNC(C)c1ccccc1 (stereo unspecified)	6	10	1	6	-8	25	-4	-2	-4	-1	11
Cc1cc(N2CCN(C(=O)c3ccoc3)CC2)n2nc(-c3ccccc3)cc2n1	nt	8	nt	-30	-1	6	-22	-7	-4	4	3
CC(C(=O)NCc1cccs1)N1CCN(S(=O)(=O)c2ccc3c(c2)OCCCO3)CC1 (stereo unspecified)	11	15	nt	20	0	10	15	2	nt	-19	11
COc1cccc(N2C(=O)C(O)=C(C(C)=O)C2c2ccc(OC)c(OC)c2)c1 (stereo unspecified)	-2	-4	1	-18	-2	-11	4	4	-3	-14	-15

An excerpt from above, showing only TRPM1 prom inh and Vif inh:
structure,TRPM1 prom inh,Vif inh
Cc1cc(N2CCN(C(=O)c3ccoc3)CC2)n2nc(-c3ccccc3)cc2n1,nt,-1
CC(C(=O)NCc1cccs1)N1CCN(S(=O)(=O)c2ccc3c(c2)OCCCO3)CC1 (stereo unspecified),11,0
COc1cccc(N2C(=O)C(O)=C(C(C)=O)C2c2ccc(OC)c(OC)c2)c1 (stereo unspecified),-2,-2

The results go on.
SMILES	TRPM1 prom inh	Peg3 prom inh	NR2E3 ag-1	Shn3 inh set2	Vif inh	HIF-2a block	CF NFkB block	PDI turbidity	CaV13 ICDI inh	KKLEB tox	NR2E3 ag-2
O=c1oc(-c2ccccc2NS(=O)(=O)c2ccccc2)nc2ccccc12	-3	24	1	-8	4	11	6	-4	-5	-8	-17
Cc1cc2c(cc1C)N(C(=O)CCl)CCN2C(=O)CCl	94*	109*	nt	-2	-4	25	31	0	-2	-5	-3
CC(C)(C)NC(=O)NC(=O)COC(=O)c1cc[n+]([O-])cc1	7	7	-1	-18	nt	17	-9	-8	3	3	-9
COc1cc2c(cc1OC)C(c1cccc(C)c1)CC(=O)N2 (stereo unspecified)	-8	10	0	10	0	14	-16	4	-5	13	1
Cc1ccc(-n2nc(C)c(=O)c(-c3ccccc3)c2NC(=O)c2cccs2)cc1	-4	12	3	3	-7	15	-2	-8	0	6	3
Cc1cccc(-n2cc[nH]c2=S)c1C	1	8	-5	3	3	4	3	1	-3	-4	-21
COC(=O)c1ccc(CNC(=O)CN(CCC(C)C)S(=O)(=O)c2ccc3c(c2)OCCO3)cc1	6	35	-2	24	-9	17	-14	-19	-5	-1	-4
O=C(COC(=O)CCC(=O)c1ccc(F)cc1)Nc1cccc(S(=O)(=O)N2CCCC2)c1	-10	18	0	12	6	10	-2	0	-15	2	-3
COc1cc[n+]([O-])cc1[N+](=O)[O-]	-7	0	nt	-15	14	3	28	6	-5	-7	8
FCc1nc2nc(Cl)c(Cl)nc2[nH]1	nt	0	nt	12	-2	8	11	-6	-7	3	-30
Cc1ccc(S(=O)(=O)CC(=O)N2CCOCC2)cc1	-2	2	-2	3	1	5	-11	-13	-6	4	-42
CC(=O)n1cc(C(C[N+](=O)[O-])SCCN)c2ccccc21 (stereo unspecified)	86*	47	-1	43	0	31	29	3	nt	0	-10
Cc1ccc(C(=O)Nc2nnc(-c3ccncc3)s2)o1	-15	-25	5	7	8	-28	-5	-6	-6	11	4
CCCC1(C(=O)OCC)NC(c2ccco2)C2C(=O)N(C)C(=O)C21 (stereo unspecified)	10	3	3	8	4	11	-4	0	1	-1	-2
Nc1nc2c(nc(Br)n2[C@@H]2O[C@@H]3COP(=O)(O)O[C@H]3[C@H]2O)c(=O)[nH]1	10	-9	0	2	-13	3	18	-5	-5	4	-4
Cc1cc(C(=O)N/N=C/c2cccn2C)n[nH]1	-5	-35	0	-26	-6	-61	22	13	-17	3	-1
CCOC(=O)C1CCN(C(=O)c2cc3cc(Br)ccc3oc2=O)CC1	7	-3	0	12	-3	-7	13	17	-4	-12	-35
O=C(c1ccc(Cl)cc1)c1cccc(O)c1	-3	-27	nt	-1	4	-27	-8	-6	-4	9	21
CC1=C(C(=O)OCc2ccccc2)C(/C=C/c2ccccc2)NC(=S)N1 (stereo unspecified)	9	34	0	-4	1	12	14	-6	-5	4	-3
COc1cccc(OC)c1C(=O)Nc1sc2c(c1C(N)=O)CCCC2	nt	9	-2	-3	-2	-8	7	-22	-2	-12	-3
COc1ccc(C)cc1Nc1cc(C)nc2nc(C)nn12	16	23	-1	21	7	10	6	nt	-4	-30	-23
CN(C(=O)COC(=O)c1cc(=O)[nH]c2ccccc12)c1c(N)n(Cc2ccccc2)c(=O)[nH]c1=O	7	6	3	-10	-2	14	10	-2	-6	-7	-2
CC(C)(C)NC(=O)CN(Cc1cccs1)C(=O)CN1C(=O)C(=O)c2ccccc21	0	-9	2	-8	16	15	1	-12	4	6	-15
COc1ccc(N(CC(=O)Nc2ccccc2C(=O)N2CCCC2)S(=O)(=O)c2ccccc2)cc1	-10	20	-1	15	2	13	0	-1	-2	-10	-25
N#Cc1cc2c(nc1SCC1COc3ccccc3O1)CCC2 (stereo unspecified)	-103	-254	1	-30	-3	-214	1	5	-7	-17	-119
COc1ccc(CN(C(=S)Nc2ccccc2)C2CC(=O)N(c3ccc(Cl)cc3)C2=O)cc1 (stereo unspecified)	13	19	1	0	-3	12	0	-6	-1	-2	-5
O=C1CN(c2ccc(Cl)cc2)C(=O)CN1NC(=S)Nc1ccc(Cl)cc1	1	7	-1	1	9	8	-3	-4	nt	-8	23
CC(C)(C)c1ccc(NC(=O)c2cc(C3CCCN(C(=O)CCc4ccccc4)C3)on2)cc1 (stereo unspecified)	nt	4	nt	61	-27	-28	-27	7	-10	-6	22
CC(C)(C)OC1NS(=O)(=O)OCC1NCOC(Cl)(Cl)Cl (stereo unspecified)	6	9	0	6	nt	0	-14	-2	-4	21	-2
COc1cc(CN2CCN(C(=O)c3ccccc3F)CC2)cc(OC)c1OC	1	2	nt	7	8	14	2	10	-1	-1	-17
CC(=O)c1nc2ccccc2n1S(=O)(=O)c1ccc(C)cc1	4	-18	3	-21	4	-7	2	9	-1	3	-4
